Peg3 promoter: Peg3 promoter-driven luciferase inhibitors, primary screen, cell-based, HeLa, luciferase luminescence. HeLa PEG-Prom luciferase reporter, overnight. inhibition, % at 20 µM. AID 588405, 2011. 360,000 compounds, 1.7% hits;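 active = inhibition of at least 50% at 20 µM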
NR2E3 ag-1: NR2E3 agonists in two-hybrid cells, primary screen, cell-based, luminescence, CHO-S, Gal4-NCOR/VP16-NR2E3 | luciferase | Photoreceptor-specific nuclear receptor (Homo sapiens), Q9Y5X4 | inhibition of corepressor binding, % at 3.98 µM | 360,000 compounds, 0.35% hits | AID 602229, 2012;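 active = inhibition above the mean of all tested compounds plus 3 SD, cut at about 70% in these data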;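 note: 0% = DMSO with NR2E3 transfected cells and 100% = cells lacking NR2E3 construct; higher means lower luciferase signal from less NR2E3 corepressor binding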
Target sequence (Q9Y5X4 whole entry, looked up, the tested form may be a part): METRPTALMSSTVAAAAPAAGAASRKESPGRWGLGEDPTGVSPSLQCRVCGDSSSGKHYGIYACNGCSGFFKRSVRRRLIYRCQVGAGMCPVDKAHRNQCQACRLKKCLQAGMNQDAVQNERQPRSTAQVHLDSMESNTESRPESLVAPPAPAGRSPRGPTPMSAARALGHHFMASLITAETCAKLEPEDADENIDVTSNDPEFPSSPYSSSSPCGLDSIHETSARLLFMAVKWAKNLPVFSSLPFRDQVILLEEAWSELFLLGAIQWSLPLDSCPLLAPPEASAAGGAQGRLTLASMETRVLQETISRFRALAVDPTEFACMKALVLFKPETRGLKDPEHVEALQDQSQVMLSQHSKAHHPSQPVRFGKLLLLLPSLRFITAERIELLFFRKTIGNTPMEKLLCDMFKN
iPSC survival up: enhancers of single-cell hiPSC survival, primary screen, ATPlite luminescence; 100% = ROCK inhibitor wells, 0% = DMSO; survival enhancement, % at 20 µM; 360,000 compounds, 0.044% hits; in the data active = survival enhancement above about 18%;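 note: cells exposed to compounds for 16 hours before the ATP read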
HIF-2a inh: HIF-2a reporter inhibitors, primary screen, luminescence, 786-0 RCC cells. 360,000 compounds, 0.72% hits. inhibition, % at 18.8 µM. 786-0 RCC cells HIF-2a reporter, luciferase luminescence, overnight;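 active = inhibition of the luminescence signal of 40% or more relative to plate controls, in a single-dose primary screen at 18.75 µM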
EBV LMP1 NFkB: EBV LMP1-driven NF-kappaB luciferase reporter inhibitors, primary screen, cell-based, luminescence, single point; LMP1-induced NF-kappaB luciferase reporter cells; inhibition, % at 12.5 µM; 350,000 compounds, 0.69% hits; AID 504558, 2011; in the data active = inhibition above about 41%;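 note: 0% = neutral control wells and 100% = reference inhibitor control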
TRPM1 prom inh: inhibitors of MITF-dependent TRPM1 promoter reporter, primary screen, cell-based, SK-MEL-5, single point, luciferase | SK-MEL-5 TRPM1 promoter luciferase, 24 h | inhibition, % at 12.5 µM | 330,000 compounds, 0.83% hits;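 active = mean inhibition across replicates of 60% or more, whatever share of single replicates reaches that level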; note: values of inactives mirror those of a sister screen read the other way
KKLEB tox: cytotoxicity in KKLEB CF airway cells, primary screen, cytotoxicity control for CF NF-kB inhibitor project, cell-based, uHTS, fluorescence assay plates. KKLEB CF airway cells viability, ATPlite luminescence, overnight; active compounds read low; cells stimulated with P. aeruginosa culture filtrate. activity change (cytotoxicity), % at 5 µM. 360,000 compounds, 0.36% hits;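 active = corrected activity change at or below -50% at 5 µM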
C8 TRAIL sens: viability loss with TRAIL in NB7+C8 cells, primary screen, TRAIL sensitizer project, cell-based, ATPlite luminescence; inhibition (viability loss, TRAIL sensitization), % at 10 µM; 360,000 compounds, 1% hits; AID 624354, 2012;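 active = compounds causing at least 50% loss of cell viability in the single-dose screen, relative to plate controls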
Shn3 3UTR inh: reduction of Shn3 3'UTR firefly luciferase signal, primary screen, Schnurri-3 inhibitor project, cell-based, Clone20 osteoblasts, set 2; inhibition, % at 12.5 µM; Clone20 osteoblast Shn3 3'UTR firefly luciferase, 24 h; 360,000 compounds, 0.52% hits; AID 588674, 2011;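 active = mean inhibition of at least 75% with every replicate also reaching 75%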;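 note: 0% = median of neutral control wells and 100% = pilot-screen positive control compound; some compounds past the cut are filed as inactive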
NR2E3 ag-2: inhibitors of NR2E3-RetCOR corepressor binding, primary screen, NR2E3 agonist project, biochemical, TR-FRET, GST-NR2E3, biotin-RetCOR; AID 2300, 2010; 320,000 compounds, 0.12% hits; inhibition of corepressor binding, % at 4.78 µM; Photoreceptor-specific nuclear receptor (Homo sapiens), Q9Y5X4; 1536-well;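 active = percent inhibition above the cutoff of mean plus 3 SD of all tested compounds, set per screening campaign, cut at about 20% in these data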;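 note: 0% = DMSO wells and 100% = biotin wells as full block of FRET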
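System: GST-tagged NR2E3 plus biotinylated RetCOR corepressor; Amount: 1.35 nM GST-tagged NR2E3 final; Dosing: single nominal compound dose of 4.8 µM; Schedule: 5 h incubation at 4 °C; Technique: TR-FRET with europium anti-GST and streptavidin-D2, 340 nm excitation; Controls: biotin wells as high control, 0.6% DMSO wells as low control.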
CF NFkB inh: inhibitors of PAF-induced NF-kB signaling, primary screen, cell-based, GFP fluorescence, uHTS. inhibition, % at 5 µM. KKLEB NF-kB-GFP reporter, GFP fluorescence overnight. 360,000 compounds, 0.86% hits. AID 588850, 2011;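 active = at least 50% inhibition at 5 µM, scaled per plate between neutral and stimulator controls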;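 note: PAF is a Pseudomonas aeruginosa culture filtrate used as stimulus; plate controls were PAF-stimulated DMSO wells for no effect and unstimulated DMSO wells for full effect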
* hit, by the source's call; / = not tested or not shown.

Compound	KKLEB tox	Shn3 3UTR inh	NR2E3 ag-2	EBV LMP1 NFkB	NR2E3 ag-1	iPSC survival up	C8 TRAIL sens	Peg3 promoter	HIF-2a inh	TRPM1 prom inh	CF NFkB inh
Cc1cc([N+](=O)[O-])nn1CCCC(=O)NC1CCCCC1	-8	-7	-4	-3	-34	-0.4	-8	8	7	-7	-1
CC(=O)c1ccc(OCC(O)CN(C)CCOc2ccc(Br)cc2)cc1 (centres undefined)	-11	19	-1	9	1	0.1	3	-2	12	2	-5
O=C1C(=Cc2ccco2)CCCC1=Cc1ccco1	16	-52	/	-36	-39	0.6	4	-284	-253	-57	-30
COc1ccccc1NC(=O)CSC1=NC(=O)C(Cc2ccccc2)C(=O)N1 (centres undefined)	7	6	1	-10	-23	-0.3	1	2	9	-1	3
Cc1cc(C)n2nc(C(=O)OCC(=O)Nc3cc(Cl)ccc3C)nc2n1	18	-1	3	-4	18	-0.6	2	9	12	10	5
Cc1ccc2c(C)cc[n+](CCCS(=O)(=O)[O-])c2c1	-16	-5	2	17	20	-0.1	-8	-4	7	3	-7
O=C(NNC(=O)C1CC=CCC1)c1ccccc1Cl (centres undefined)	-2	-23	/	-9	-9	-0.3	-3	-47	-42	-11	6
O=C1/C(=C\c2ccco2)NC(=S)N1c1ccccc1	12	8	0	-6	11	1.9	3	-10	2	-28	-22
[O-][n+]1c2ccccc2cc2ccccc21	15	-8	-3	20	-10	-0.4	-9	-15	-6	-6	-34
CCOC(=O)c1cc(S(=O)(=O)N2CCN(C(=O)OCC)CC2)cn1C	-7	4	-2	1	8	-5.4	-8	10	8	0	-6
Cc1nn(CC(=O)N(CC(C)C)C2CCS(=O)(=O)C2)c(C)c1[N+](=O)[O-] (centres undefined)	-1	-35	/	4	-16	-2.0	-3	8	9	-4	-10
CCOC(=O)c1c(NC(=S)NC)sc2c1CC(C)(C)SC2	15	6	3	-3	-22	1.0	1	-8	-18	14	-9
Cc1c(C(=O)N/N=C/c2ccc(N(C)C)cc2)[nH]c2ccc(Cl)cc12	-38	27	2	24	-16	-1.0	-50	4	12	2	45
O=C(Nc1ccc(S(=O)(=O)N2CCCC2)cc1)c1cccc(OC(F)F)c1	-10	17	0	3	23	-0.2	11	1	-3	-3	29
CC(C)C(CO)N1CCN(Cc2ccccc2)CCC1=O (centres undefined)	-4	-17	4	1	13	-1.7	-9	11	11	2	10
CCCCCCN1CCN(C2CN(C3CCCCC3)S(=O)(=O)C2)CC1 (centres undefined)	-7	3	/	/	28	2.2	11	6	-2	/	-6
CCn1cnnc1SCC(=O)c1c(N)n(C2CC2)c(=O)[nH]c1=O	-1	-1	1	0	-36	0.3	-13	-2	14	6	-5
O=S(=O)(CCNCCc1ccccc1)NCc1ccccc1	-8	-1	/	-8	16	3.9	-6	-19	-28	-10	24
CCc1nc2c(OCCOc3ccc(F)cc3)cccn2c1N(C)C(=O)c1ccccc1F	3	-19	/	/	5	4.7	-21	15	8	/	-1
NC(=S)NN=C1C2CC3CC(C2)CC1C3	1	6	8	3	3	-0.7	3	4	3	-8	-14
CCN(CC)C(=O)Oc1ccc2c(=O)c(-c3ccc(OC)cc3)c(C)oc2c1	-1	24	5	-8	-19	0.4	8	-13	-14	6	-2
Cc1ccccc1-c1nsc(SCC(=O)NCc2ccc3c(c2)OCO3)n1	-3	15	1	-13	-4	5.6	-7	3	3	12	2
COc1ccc(/C=C/C(=O)OCC(=O)NCC2CCCO2)cc1 (centres undefined)	2	3	4	4	22	-1.3	-8	-8	4	-1	-2
Cc1n[nH]c(=S)n(/N=C/c2cccs2)c1=O	-2	16	4	22	11	-0.1	23	-5	20	5	-22
Cc1noc(C)c1CSc1nc2ccccc2c(=O)n1-c1ccccc1	-12	7	0	-8	-150	3.5	-6	27	-18	33	-4
COc1cccc(C2NC(=O)NC(C)=C2C(=O)Nc2cc(OC)ccc2OC)c1 (centres undefined)	8	-4	0	2	-11	1.9	-11	1	10	2	-4
O=C(CCCN1C(=O)c2ccccc2C1=O)Nc1nnc(C2CC2)s1	1	1	0	-10	6	1.3	0	4	10	4	4
Cc1nc2nc(SCC(=O)NCCCN3CCCC(C)C3)nn2c(C)c1Cc1ccccc1Cl (centres undefined)	-1	14	2	-1	-24	-0.5	13	-1	5	-24	13
CC(=O)N=c1c(C#N)cc2c(=O)n3cccc(C)c3nc2n1Cc1ccco1	-18	1	0	/	-31	0.1	15	-10	-5	/	-5
Cc1n[nH]c(=O)c2c1nnn2Cc1ccc(F)cc1	-7	1	-3	/	-6	-0.5	-2	15	17	0	3
CC(=O)Nc1ccc(S(=O)(=O)NCCC(=O)OCC(=O)c2ccccc2)cc1	15	-15	1	1	-7	0.4	-14	-22	-13	3	-27
Cc1ccc(NC2=C([N+](=O)[O-])CS(=O)(=O)C2)cc1	-7	-29	2	-7	-16	-0.7	10	-22	-26	-10	5
N#Cc1cnn(CC2CCCCC2)c1N	7	-4	3	-2	-4	4.6	-9	6	17	-5	6
COc1ccccc1CC(=O)Nc1ncc(C)s1	-6	-5	4	-4	-7	-0.4	-16	18	4	11	-6
O=C(Cn1cnc2ccccc21)OCC(=O)N1CCCCC1	8	-26	/	0	-15	0.6	0	3	5	-12	-7
COCCn1c(C)cc(C(=O)COC(=O)c2ccc(Cl)c(S(N)(=O)=O)c2)c1C	-23	-78	2	7	23	-0.5	62*	-126	-147	-34	14
CN(C)c1oc(-c2ccccc2F)nc1C#N	-6	-10	2	-1	-3	2.3	6	-24	-12	1	-6
CN(C)C(=S)Nc1cccc(F)c1	-1	0	2	/	-4	-0.8	-7	13	13	/	4
COC(=O)c1cc(-c2cccc(OC)c2)on1	-3	-6	2	11	0	0.6	-20	14	14	7	8
O=C(NCc1nnnn1-c1ccc(F)cc1)c1ccc2c(c1)OCO2	-11	-5	/	-7	6	-1.6	-1	1	1	/	21
CCC(C)[C@H](Nc1nc(-c2ccccc2)nc2c1oc1ccccc12)C(=O)O (some centres undefined)	3	4	0	1	-3	-1.3	-4	18	4	15	0
Cc1cccc(N2CCN(CC(=O)Nc3ccc(-n4cnnn4)cc3)CC2)c1C	-1	-9	3	1	-13	3.0	-6	8	10	1	6
Cc1nn(C(=O)c2ccccc2)c2c1C(=O)CC(C)(C)C2	2	-12	1	-5	5	1.4	1	9	15	3	6
CCOc1ccc(NC(=O)CCC(=O)Oc2ccc(C)cc2)cc1	-6	1	3	0	-16	-0.3	-15	3	1	-1	4
Cc1cc(C)nc(NC(=O)c2c(C(=O)O)noc2C)n1	2	-8	-2	0	2	0.2	5	9	9	7	-10
COc1ccc(-c2cn3cc(C)ccc3n2)cc1Br	-46	6	5	-18	-129	-3.6	75*	-149	-109	-9	-41
N#Cc1ccc(-c2c(-c3ccccc3)ncc3cc(F)ccc23)cc1	-4	-21	2	-6	-61	-1.2	13	-88	-203	-52	-28
O=C([C@@H]1CC=C[C@@H]2CCN(C3CC3)C(=O)[C@@H]21)N1CCN(c2ccccc2)CC1	-1	9	1	-7	3	0.0	-5	-4	14	9	0
Cc1cc(Cl)ccc1NC(=O)CN1CCCC1	0	-22	3	-3	5	-0.9	12	4	3	-6	3
O=C(CCCN1C(=O)c2ccccc2C1=O)Nc1ccccn1	-7	-3	0	18	-11	-1.0	-8	-9	11	-7	6

Next records:
Compound	KKLEB tox	Shn3 3UTR inh	NR2E3 ag-2	EBV LMP1 NFkB	NR2E3 ag-1	iPSC survival up	C8 TRAIL sens	Peg3 promoter	HIF-2a inh	TRPM1 prom inh	CF NFkB inh
Cc1ccc(NS(=O)(=O)c2cc(NC(=O)C(C)Oc3ccccc3)ccc2C)c(C)c1 (centres undefined)	2	24	-2	6	-16	1.1	7	27	28	6	10
Cc1ccc(C(=O)OCC(=O)NNC(=O)COc2ccc(Cl)cc2)c(O)c1	-14	2	-2	4	-4	0.4	-12	-8	18	-8	6
CC(=O)c1cccc(NC(=O)CN(c2cccc(F)c2)S(C)(=O)=O)c1	24	-3	-1	2	19	-2.3	-7	20	24	20	-52
O=C(COC(=O)c1ccc(Cl)cc1)NC1CCCCCC1	-2	-1	2	3	-20	-1.8	-11	-2	-4	4	19
Cc1cccc(N/C=C(\[N+](=O)[O-])S(=O)(=O)c2ccccc2)c1	16	-16	3	-5	0	0.7	-1	17	14	2	-10
Cn1c(N)c(C(=O)CSc2ncn[nH]2)c(=O)n(C)c1=O	12	-12	7	-3	4	-0.4	12	13	15	-6	-17
CC(C)(C)NC(=O)NC(=O)COC(=O)CNC(=O)c1cccc(F)c1	2	-5	0	1	2	3.0	35	15	2	-9	-1
Cc1sc(NC(=O)C2CCCCC2C(=O)O)c(C(N)=O)c1-c1ccc(C(C)C)cc1 (centres undefined)	3	7	1	-1	-58	-1.4	-2	-67	-132	-39	9
COc1ccc(-c2c(NC(=O)c3ccco3)n(-c3ccccc3)nc(C)c2=O)cc1	8	4	-1	-1	5	-0.6	-1	0	14	-2	-13
Cn1cc(SCC(=O)NCc2ccc3c(c2)OCO3)c2ccccc21	4	-2	3	-4	-18	2.3	-6	16	11	15	-8
O=C(c1cccs1)N1CCN(S(=O)(=O)N2CCOCC2)CC1	5	-5	3	1	-4	0.3	-1	17	19	-6	4
O=C(c1ccc(OC2CCN(Cc3ccccc3OC(F)F)CC2)cc1)N1CCCC1	5	23	-1	7	-7	0.3	4	-14	9	1	3
C/C(CC(=O)NCC(C)C)=N\NC(=O)COc1cc(C)c(Br)cc1Br	8	-16	1	-1	7	1.2	-7	14	7	2	1
Cc1ccc(-c2csc(NC(=O)c3ccno3)n2)cc1	-1	-59	-1	-7	-82	-0.3	9	-118	-166	-34	-11
O=C(Cn1cnc2c(cnn2-c2ccc(F)cc2)c1=O)NCc1ccco1	-4	-2	0	8	-59	-2.8	-6	-14	-14	8	-5
CC(=O)c1ccc(S(=O)(=O)NCCC(=O)OCC(=O)NCCc2ccccc2)cc1	2	-2	2	5	6	0.2	6	-8	6	-1	-26

Screens deposited in PubChem by several laboratories.

The list is partial; count on the stated rates, not on these rows.
